From PubChem
S3 lipid droplet: qHTS Assay for Lipid Storage Modulators in Drosophila S3 Cells; Drosophila S3 cells, BODIPY lipid droplet fluorescence, 18-24 h; cells fed with added oleic acid; lipid storage change, negative = inhibition, % at the top dose, mostly 46.1 µM; hits show Potency in µM; 0.64% of 320,000 active; AID 2685; active = well fitted inhibition curve with a large enough effect in the signal ratio, with a control signal flat, not every such curve was filed as active; inconclusive = small, poorly fitted or top-dose-only effect, or effect the other way, or a change in a side signal; the % refers to the signal ratio
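Drosophila S3 cells loaded with oleic acid (400 uM, as added) and compounds at several concentrations; lipid droplets imaged by 488-nm laser-scanning cytometry, 500–530 nm intensity and object ratio to cell channel. Percent activity normalized to 20 uM Triacsin C.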
S3 lipid droplet cell count max: further read-out of S3 lipid droplet, marked with its call; cell number change, %; measured here: cell count max response;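 cells counted by Cell Tracker Red CMTPX staining in the red channel; peak over a dose series mostly up to 46.1 µM; percent activity relative to internal control wells on each plate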
Active calls of the source: *; i = inactive; ? = inconclusive; . = no result given; [ ] = dose if it differs, or a comment. % is scaled to controls: 0 for no effect and ±100 for the full control effect; potency is read from the fitted curve at half-maximal effect. This is a subset. The share of hits here may be higher or lower than overall.

Start of the data: the first 3 compounds, ahead of the listing:
| smiles | S3 lipid droplet | S3 lipid droplet cell count max |
| --- | --- | --- |
| CC(C)(C)N1C(=O)c2ccc(C(=O)Nc3ccc(O)cc3)cc2C1=O | ? | . |
| O=C(Oc1cccc(NC(=O)c2cccs2)c1)c1cccc(S(=O)(=O)N2CCCC2)c1 | -1% | -6 |
| CCCN1CCN(C(=O)Nc2cccc(C(F)(F)F)c2)CC1 | -15% | 10 |

All compounds of this part, from the first entry:
| smiles | S3 lipid droplet | S3 lipid droplet cell count max |
| --- | --- | --- |
| CC(C)(C)N1C(=O)c2ccc(C(=O)Nc3ccc(O)cc3)cc2C1=O | ? | . |
| O=C(Oc1cccc(NC(=O)c2cccs2)c1)c1cccc(S(=O)(=O)N2CCCC2)c1 | -1% | -6 |
| CCCN1CCN(C(=O)Nc2cccc(C(F)(F)F)c2)CC1 | -15% | 10 |
| COc1ccc(-n2c(N)c(C(=O)NCc3cccnc3)sc2=S)cc1 | ? | . |
| N#C/C(=C\Nc1ccc(Cl)cc1)S(=O)(=O)c1ccccn1 | -3% | -8 |
| COc1ccccc1NC(=O)N1CCCC1C(=O)Nc1ccc(NC(C)=O)cc1 (centres undefined) | -11% | 11 |
| Cc1noc(C)c1S(=O)(=O)N(CC(=O)NCc1ccc2c(c1)OCO2)c1ccc(C(C)C)cc1 | -3% | 3 |
| O=C(CCl)c1cc2c3c(c1)CC(=O)N3CCC2 | ? | . |
| CC1(NC(=O)c2cc(-c3cccs3)nn2-c2ccccc2)CCS(=O)(=O)C1 (centres undefined) | ? | . |
| COc1ccc(NC(=O)C2CC(=O)N(Cc3ccc(C)cc3)C2)cc1S(=O)(=O)N1CCCCC1 (centres undefined) | 5% | 12 |
| Cc1cccc(C)c1NC(=O)Nc1ccc2c(c1)OCO2 | ? | . |
| COC(=O)[C@H](C)NC(=O)Nc1ccccc1C(F)(F)F | ? | . |
| Cc1noc(NS(=O)(=O)c2ccc(N/C=C\C(=O)c3cccc4ccccc34)cc2)c1C | ? | . |
| C/C(CC(=O)Nc1cccc(C(F)(F)F)c1)=N\NC(=O)c1cnccn1 | ? | . |
| O=C(CCn1c2c(c3ccccc31)CCCC2)NNC(=O)c1ccccc1Cl | 6% | 2 |
| O=C(CN1CCOCC1)Nc1ccccc1NC(=O)C1CCN(c2ncccn2)CC1 | ? | . |
| CCCC(C)NC(=O)/C=C/c1cccc([N+](=O)[O-])c1 (centres undefined) | ? | . |
| Cc1ccccc1C(=O)NCCNC(=O)c1ccco1 | i | 20 |
| CCOc1ccccc1NC(=O)C(NCC1(N2CCCCC2)CCCCC1)c1ccccc1 (centres undefined) | ? | . |
| O=C(NNC(=O)c1ccccc1F)c1ccc(-c2ccc(Cl)cc2)o1 | ? | . |
| Cc1ccc(N2CC(C(=O)OCC(=O)C(C)(C)C)CC2=O)cc1C (centres undefined) | ? | . |
| Cc1ccc(C(C#N)c2ccc(Cl)nn2)cc1 (centres undefined) | ? | . |
| CC(=O)c1ccc(OCCOc2ccc([N+](=O)[O-])cc2)cc1 | ? | . |
| CC(C)(C)n1ncc2c(=O)n(Cc3c(Cl)cccc3Br)cnc21 | ? | . |
| COc1ccc2nc(NC(=O)c3ccc(-c4cccc([N+](=O)[O-])c4)o3)sc2c1 | 11% | 2 |
| Cc1ccccc1Nc1nc(N)nc(COC(=O)c2ccc(O)cc2)n1 | ? | . |
| Cc1cccc(NC(=S)N(Cc2ccc(Cl)cc2)Cc2ccc(C(=O)O)cc2)c1 | 0% | -15 |
| c1ccc(-c2ccccc2OCCN2CCCC2)cc1 | -30% | -6 |
| C=CCNC(=S)NNC(=O)C(CCC(C)C)CC(C)O (centres undefined) | ? | . |
| Cc1cc(C)c(N(CC(=O)NC(C)(C)C)C(=O)CNC(=O)c2cccs2)c(C)c1 | ? | . |
| CCOC(=O)Cn1c(=S)[nH]c2c(oc3ccc(Cl)cc32)c1=O | ? | . |
| CN(C)C1=NC[C@H](Cc2ccccc2)N1CCCCc1ccccc1 | ? | . |
| CC1CCN(c2ncccc2C(=O)O)CC1 | -7% | . |
| Cc1ccc(NC(=O)CSc2nnc(-c3ccncc3)n2C)cc1S(=O)(=O)N1CCOCC1 | -13% | . |
| CCOC(=O)C(=O)N/N=C/c1ccco1 | 18% | -1 |
| CCCC(NC(=O)Cc1c(C)c2c(cc(C)c3c(C)coc32)oc1=O)C(=O)O (centres undefined) | ? | . |
| CCOC(=O)N1CCc2c(sc(NC(=O)C3COc4ccccc4O3)c2C(N)=O)C1 (centres undefined) | ? | . |
| CCOc1ccc(-c2nn[nH]n2)cc1OCC | ? | . |
| CO[C@@H]1O[C@@H]2COC(c3ccccc3)O[C@@H]2[C@@H](OC)[C@@H]1O (some centres undefined) | 2% | -7 |
| COc1ccc(/C=C/C(=O)N(C)C2CCS(=O)(=O)C2)cc1OC (centres undefined) | 15% | 12 |
| COc1ccc(-n2c(SCCNCCO)nc3sc4c(c3c2=O)CCCC4)cc1 | 10% | 7 |
| CC(C)(C)n1nc2c(c1NC(=O)c1ccccc1)CS(=O)(=O)C2 | 1% | 0 |
| O=C1CCC(C(=O)Nc2cccc(C(F)(F)F)c2)N1 (centres undefined) | -16%[9.22 µM] | -12 |
| COc1ccccc1C(=O)COC(=O)c1nc2nc(C)cc(C)n2n1 | ? | . |
| CC(=O)Nc1ccc(S(=O)(=O)NCCC(=O)OCC(=O)c2ccc(Br)cc2)cc1 | ? | . |
| COc1ccc(-c2[nH]ncc2CN2CCN(Cc3cccs3)CC2)cc1F | 0% | -2 |
| COc1ccc(N=C2NC(=O)S/C2=C\c2ccc(N(C)C)cc2)cc1 | ? | . |
| Cc1[nH]c2ccccc2c1C(=O)C(=O)NC1CC1 | ? | . |
| Cc1ccnc(NC(=O)C2CCN(S(=O)(=O)c3c(C)c(C)cc(C)c3C)CC2)c1 | -20% | 17 |
| CC(=O)c1cccc(NC(=O)COC(=O)c2cccs2)c1 | ? | . |
| COc1cccc(/C(O)=C2/C(=O)C(=O)N(c3cc(C)on3)C2c2cccs2)c1 (centres undefined) | ? | . |
| CCC[C@H]1COCCS(=O)(=O)N1Cc1ccc(Br)cc1 | i | 14 |
| c1ccc(CNc2nc3ccccc3n2CCN2CCOCC2)nc1 | 9% | -14 |
| COc1ccc(C2NC(=S)NC3=C2N2CCC3CC2)cc1 (centres undefined) | 10% | 10 |
| CCCCn1c(N)c(N(CCOC)C(=O)CCS(=O)(=O)c2ccc(Cl)cc2)c(=O)[nH]c1=O | 29%[0.0737 µM] | . |
| Cc1cc(NC(=O)CSc2nnc(-c3ccccc3)n2C)no1 | 11% | -12 |
| CC/C(=N\N=C1\SC(C)C(=O)N1Cc1ccco1)c1ccccc1 (centres undefined) | ? | . |
| COc1ccc(C2(c3ccc(OC)cc3)NC(=O)N(CC(=O)Nc3ccccc3C)C2=O)cc1 | -15% | -5 |
| CCOC(=O)c1c(C)oc2c(F)c(F)c(F)c(F)c2c1=O | -5% | 15 |
| Cc1cc([N+](=O)[O-])nn1Cc1noc(C(=O)NCCc2ccccn2)n1 | ? | . |

Additional compounds
Values in the order: S3 lipid droplet	S3 lipid droplet cell count max
> Cc1ccc(C(=O)Nc2c(C)n(C)n(-c3ccccc3)c2=O)cc1S(=O)(=O)N1CCOCC1
  ?	.
> Cc1cc(Br)ccc1NC(=O)CN1CCN(c2ccccn2)CC1
  ?	.
> c1ccc(Sc2cnc3ccccc3n2)cc1
  3%	-29
> CN1CCN(CCC(=O)Nc2ccc3c(c2)OCO3)CC1
  14%	6
> NNC(=O)CSCc1nc(-c2ccccc2)cs1
  -9%	0
> Cc1sc(NC(=O)Cn2c(=O)oc3ccccc32)nc1-c1ccc(Cl)cc1
  ?	.
> CCOc1ccc(NC(=O)CCN2CCN(S(=O)(=O)c3ccc(F)cc3)CC2)cc1
  -22%	1
> C/C(=N/NC(=O)CNC(=O)/C=C/c1ccco1)c1ccc(Cl)cc1
  -5%	-8
> CCn1c(NCCCO)nc2c(c1=O)C(C)(CC)Cc1ccccc1-2 (centres undefined)
  1%	2
> COC(=O)c1c(NC(=O)c2ccccc2OC)sc(C(=O)N2CCOCC2)c1C
  i	5
> COc1ccc(C)cc1NC(=O)CNc1ccc(C(C)=O)cc1
  ?	.
> CC1CN(C(=O)/C=C/c2ccccc2Cl)CC(C)O1 (centres undefined)
  -5%	-4
> CC(C)c1ccc(Oc2cccc(C(=O)/C(C#N)=C/N(C)C)c2)cc1
  ?	.
> CCN(CC)c1ccc(S(=O)(=O)N2CCOCC2)cc1NC(=O)CNCc1ccccc1
  1%	-1
> N#CCCn1nc(-c2ccccc2)cc1Nc1ccccc1NC(=O)C(F)(F)F
  1%	-1
> CC(C)C(NS(=O)(=O)c1cccc2nsnc12)C(=O)N1CCCCC1 (centres undefined)
  ?	.
> O=C(Cn1c2ccccc2c2nc3n(c(=O)c21)CCS3)Nc1ccccc1C(F)(F)F
  -7%	-11
> CCOC(=O)C1CCN(C(=O)Nc2ccccc2Cl)CC1
  -11%	1
> COc1ccc(N2CCN(C(CNC(=O)C(=O)NCCc3c[nH]c4ccccc34)c3ccco3)CC2)cc1 (centres undefined)
  ?	.
> Cc1ccc(C)c(NC(=O)c2ccc3c(=O)n4c(nc3c2)CCC4)c1
  -16%	-2
> CCC1Nc2ncnc(N3CCN(c4ccccn4)CC3)c2N(Cc2ccc(Cl)cc2)C1=O (centres undefined)
  ?	.
> CCOC(=O)C1=C(C)NC(=O)NC1/C=C\c1ccccc1 (centres undefined)
  ?	.
> CS(=O)(=O)N1CCC(C(=O)Nc2ccc3c(c2)OCO3)CC1
  ?	.
> Cc1cccc(NC(=S)NNC(=O)CCn2nc(C)c([N+](=O)[O-])c2C)c1
  9%	-5
> O=C(CCCSc1nc2ccccc2s1)Nc1nccs1
  ?	.
> Cc1cnc(C(=O)OC(C)C(=O)Nc2ccc(Cl)cn2)cn1 (centres undefined)
  ?	.
> CC(=O)c1cccc(NC(=O)c2ccc3c(c2)CCN3S(=O)(=O)c2ccccc2)c1
  ?	.
> CC(C)(C)c1ccc(N2C(=O)CC(c3ccccc3)C2=O)cc1 (centres undefined)
  -2%	-2
> CC1(c2nnc(-c3ccncc3)o2)CC(c2ccc(F)cc2)=NO1 (centres undefined)
  9%	11
> Cc1ccc(OCCCC(=O)NC(C)c2ccccc2)c(C)c1 (centres undefined)
  -6%	11

Some of these compounds in order of molecular weight, ascending.
Values in the order: S3 lipid droplet	S3 lipid droplet cell count max
> CC(C)(C)c1ccc(N2C(=O)CC(c3ccccc3)C2=O)cc1 (centres undefined)
  -2%	-2
> Cc1cnc(C(=O)OC(C)C(=O)Nc2ccc(Cl)cn2)cn1 (centres undefined)
  ?	.
> CS(=O)(=O)N1CCC(C(=O)Nc2ccc3c(c2)OCO3)CC1
  ?	.
> CC(=O)c1cccc(NC(=O)c2ccc3c(c2)CCN3S(=O)(=O)c2ccccc2)c1
  ?	.

The list goes on.
Values in the order: S3 lipid droplet	S3 lipid droplet cell count max
> O=C(Nc1cccc2cccnc12)c1cccc(N2C(=O)CCC2=O)c1
  ?	.
> c1nc(COc2nsnc2N2CCOCC2)cs1
  5%	0
> CC(=O)C1=C(O)CC(C)(C)CC1=NCCc1nc2ccccc2[nH]1
  ?	.
> CCOC(=O)/C(C#N)=C1/SC(C)C(=O)N1c1ccc(Br)cc1 (centres undefined)
  ?	.
> CC(C)c1ccc(NC(=O)CCN2C(=O)c3ccc([N+](=O)[O-])cc3C2=O)cc1
  1%	-9
> CC(=O)Nc1ccc(OCC(=O)c2ccc(C)cc2C)cc1
  ?	.
> CCCCc1c(C(=O)O)cc(OC)cc1C(=O)O
  ?	.
> Cc1ccc(S(=O)(=O)N(Cc2ccc([N+](=O)[O-])cc2)C(=O)N2CCN(C)CC2)cc1
  ?	.
> Cc1cc(C(F)(F)F)nn1CCCNC(=O)c1cnccn1
  ?	.
> C#Cc1ccc([C@@H]2C=C(C(=O)O)O[C@H](OCc3ccc(CO)cc3)C2)cc1
  -5%	-17
> COc1cc(C(=O)O[C@H]2C/C(C)=C/CC[C@]3(C)O[C@@H]3C(O)C2C(C)C)cc(OC)c1OC (some centres undefined)
  ?	.
> CCCC1CCc2c(sc(N)c2C(N)=O)C1 (centres undefined)
  -13%	-8
> c1ccc(CC2CCN(C(c3cccs3)c3nnnn3C3CCCC3)CC2)cc1 (centres undefined)
  ?	.
> CCOC(=O)c1sc(N)c(C(=O)OCC)c1COC(=O)C1CC(=O)N(Cc2ccco2)C1 (centres undefined)
  ?	.
> CCCCCCN1C2=NCCN2c2ccccc21
  ?	.
> Cc1n[nH]c(C)c1Cc1c(F)cccc1Cl
  ?	.
> CCOC(=O)c1ccc(-c2c(-c3ccc(OC)cc3)oc(=O)c3cc(OC)c(OC)cc23)cc1F
  ?	.
> Cc1ccccc1NC(=S)N(CCN1CCCCC1)Cc1ccco1
  4%	4
> CC(C)C(C(=O)NCC1CCCO1)N(C(=O)CNS(=O)(=O)c1ccc(F)cc1)C1CCCCC1 (centres undefined)
  i	4
> O=c1c2c(-c3cccc([N+](=O)[O-])c3)ccnc2[nH]n1-c1ccccc1
  i	.
> CC1CCCC(C)N1C(=O)COC(=O)c1cc([N+](=O)[O-])ccc1N1CCOCC1 (centres undefined)
  ?	.
> N#Cc1ccc(CN2CCN(C(=O)c3cc(Cl)c4c(c3)OCCO4)CC2)cc1
  ?	.
> CCOC(=O)CNC(=O)Nc1cccc(Cl)c1C
  ?	.
> O=S(=O)(c1cc(F)cc(F)c1)N1CCN(c2ncccn2)CC1
  5%	2
> CC(C)C[C@@H](CO)N1CCNCCC1=O
  16%	11
> CC(C)CN(C(=O)CN1CCN(c2ccccc2O)CC1)c1c(N)n(CC(C)C)c(=O)[nH]c1=O
  ?	.
